KRASV12 cytotoxicity – cytotoxicity in KRAS-transformed pancreatic duct cells, primary screen, cell-based, fluorescence, HTS (AID 431) | HPDE-C7K KRASV12 cells, Alamar Blue viability, 48 h; higher % means a stronger effect | one-dose cytotoxicity, % at 10 µM; EC50 in µM for titrated hits | actives 1.7% (n = 63,000);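 active = compounds whose percent cytotoxicity in the single-dose primary screen, scaled between solvent and toxic-drug controls, exceeds 50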;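 note: 0% = DMSO solvent wells and 100% = doxorubicin-treated wells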
TNAP inhibition – human TNAP enzyme inhibitors, biochemical, luminescent (AID 518). purified TNAP enzyme, luminescent substrate readout; higher % means a stronger effect. actives 0.09% (n = 64,000). Alkaline phosphatase, tissue-nonspecific isozyme (Homo sapiens). inhibition, % at 20 µM, or IC50 in µM where a hit was titrated; in the data active = a potency from the dose series; inactive = the rest, 99 in 100 with inhibition below about 22%;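 note: plate controls were vehicle for no effect and reference inhibitor for full effect; many of its hits are not listed in these tables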
Spn DPM-DC inh – S. pneumoniae DPM-DC inhibitors, primary screen, biochemical, PK/LDH-coupled NADH fluorescence; purified DPM-DC; diphosphomevalonate decarboxylase (Streptococcus pneumoniae D39); calls only at 10 µM; AID 556, 2006; actives 0.49% (n = 65,000);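 active = the 320 compounds with the highest percent inhibition in the single-dose primary screen, excluding strongly autofluorescent ones, cut at about 32% in these data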;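 note: kinetic rate of NADH fluorescence loss reporting ADP formed by the decarboxylase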
HPDE-C7 cytotoxicity – cytotoxicity in HPDE-C7 cells, cell-based, fluorescence, HTS (AID 430). HPDE-C7 pancreatic duct cells viability, fluorescence; higher % means a stronger effect. cytotoxicity, % at 10 µM, or EC50 in µM where a hit was titrated. actives 1.8% (n = 63,000);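 note: cells exposed to compound for 48 hours before viability readout; 0% = vehicle and 100% = reference cytotoxic drug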
LYP phosphatase – LYP phosphatase inhibitors, primary screen, biochemical, DiFMUP fluorescence, recombinant catalytic domain, 10 µM (AID 606); Tyrosine-protein phosphatase non-receptor type 22 (Homo sapiens); recombinant LYP catalytic domain, DiFMUP fluorescence; higher % means a stronger effect; inhibition, % at 10 µM; hits with a dose series show IC50 in µM; 52,000 tested, under 10 active;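 active = IC50 under 40 µM in the dose-response test; inactive = IC50 of 40 µM or more, or never dose-tested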
HT1080 cytotoxicity – cytotoxicity in HT1080 fibrosarcoma cells, cell-based, fluorescence readout (AID 620). HT1080 viability, fluorescence; higher % means a stronger effect. one-dose cytotoxicity, % at 10 µM; EC50 in µM for titrated hits. actives 0.42% (n = 87,000);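 note: cells exposed to compound overnight then 4 h with Alamar Blue; 0% = vehicle DMSO and 100% = killing control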
MK inhibit – S. pneumoniae MK inhibitors, primary screen, biochemical, PK/LDH-coupled NADH absorbance. actives 0.48% (n = 65,000). purified MK, PK/LDH-coupled NADH absorbance 340 nm. inhibition, % at 10 µM;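 active = ranked among the strongest by inhibition in the single 10 µM screen, a fixed top-ranked set picked for dose follow-up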; note: no value below 0 was filed
Bfl-1 displacement – Bfl-1 inhibitors, primary screen, biochemical, fluorescence polarization, FITC-Bid, mouse (AID 432). displacement, % at 20 µM, or IC50 in µM where a hit was titrated. FITC-Bid BH3 peptide fluorescence polarization displacement; higher % means a stronger effect. actives 0.02% (n = 64,000). Bcl-2-related protein A1 (Mus musculus); in the data active = a potency from the dose series; inactive = the rest, 99 in 100 with displacement below about 15%; note: strong numbers were not always called active
Spn PMK inh – S. pneumoniae PMK inhibitors, primary screen, biochemical, mevalonate pathway, pilot trial included; actives 0.49% (n = 65,000); AID 539, 2006; purified PMK, PK/LDH-coupled NADH absorbance 340 nm; phosphomevalonate kinase (Streptococcus pneumoniae D39); inhibition, % at 10 µM;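 active = top-ranked compounds by inhibition in the single 10 µM screen, taking a fixed number of the strongest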;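 note: 0% = full reaction with DMSO carrier and 100% = background rate without enzyme reaction; no value below 0 was filed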
Spn PMK inh pilot replicates – second read-out of Spn PMK inh, no call of its own (marks repeat the call); inhibition, %; measured here: pilot screen replicates
MK inhibit pilot replicates – recorded beside MK inhibit, whose call it bears; inhibition, %; measured here: pilot screen replicates
Spn DPM-DC inh pilot screen % – recorded beside Spn DPM-DC inh, whose call it bears; inhibition, %; measured here: pilot screen trials
* = called active by the depositor; i = inactive; . = no result given. Cut-off read from the data, not from the text of the source, unless noted: active = cytotoxicity above about 50%; inactive = the rest. No enrichment for hits. Share with any hit: about 3.4%.

SMILES	KRASV12 cytotoxicity	TNAP inhibition	Spn DPM-DC inh	HPDE-C7 cytotoxicity	LYP phosphatase	HT1080 cytotoxicity	MK inhibit	Bfl-1 displacement	Spn PMK inh	others
Cc1ccc(NC(=O)/C(CN(C)C)=N\O)cc1	-9.1%	4.3%	i	-6.5%	.	-5.5%	0.0	3.4%	13.0
COC(=O)C1C(C(C)C)N(c2ccccc2)OC1(C)O (stereo not drawn)	6.9%	9.1%	i	-2.8%	-0.5%	-6.2%	7.0	-1.1%	12.0
CCS(=O)(=O)N1CCC(C(=O)Nc2cccc(C(C)=O)c2)CC1	-11.7%	10.6%	i	-11.1%	2.9%	2.3%	1.0	-0.4%	0.0
Cc1ccc(N2C(=O)c3ccccc3C2=O)cc1C	-8.0%	12.2%	i	-4.6%	9.6%	1.6%	6.0	3.6%	0.0
CC(C(=O)NCc1ccccc1)N(CCN1CCOCC1)C(=O)c1snc(C(N)=O)c1N (stereo not drawn)	-14.5%	-2.9%	i	-7.3%	8.9%	-5.0%	4.0	-6.4%	10.0
COc1ccc(NC(=O)CSc2nnc(-c3ccccc3C)n2C)cc1	1.2%	16.4%	i	-3.0%	0.6%	3.0%	10.0	-1.7%	6.0	Spn PMK inh pilot replicates=1.0;MK inhibit pilot replicates=0.0;Spn DPM-DC inh pilot screen %=1.0
CC(=O)Nc1cc2c(nc1C)nc(C)n2Cc1ccc(Br)cc1	4.9%	13.7%	i	-10.7%	-1.5%	1.8%	4.0	-1.3%	9.0	Spn PMK inh pilot replicates=0.0;MK inhibit pilot replicates=1.0;Spn DPM-DC inh pilot screen %=4.0
CC(C)(C)c1nnc(NC(=O)C2CCN(c3ncccn3)CC2)s1	0.9%	18.3%	i	-3.1%	9.4%	-2.3%	0.0	3.0%	7.0	Spn PMK inh pilot replicates=2.5;MK inhibit pilot replicates=0.5;Spn DPM-DC inh pilot screen %=4.5
CCNC(=O)NC(=O)CSc1cccc(C(F)(F)F)c1	-4.3%	3.1%	i	-14.8%	6.3%	6.3%	10.0	0.5%	16.0
COC(=O)c1ccc(C(=O)OC)c(NC(=O)CN2CCN(c3ccccc3OC)CC2)c1	0.6%	2.8%	i	-12.3%	.	-13.4%	0.0	-6.2%	6.0
COc1cccc(CC(=O)Nc2nccs2)c1	0.4%	3.5%	i	-7.5%	-6.5%	-5.7%	0.0	-8.3%	12.0
Cc1cc(NC(=O)Cc2cccs2)no1	1.5%	11.2%	i	-1.4%	.	-3.0%	5.0	-0.1%	0.0
O=C(C1CCN(S(=O)(=O)c2ccccc2)CC1)N(CCc1ccccc1)Cc1ccco1	0.0%	7.9%	i	5.0%	-6.2%	-9.4%	6.0	1.6%	4.0
O=C(c1ccc(C#Cc2ccccc2)o1)N1CCN(c2ccccn2)CC1	3.6%	4.4%	i	-1.3%	-7.2%	-18.7%	0.0	5.9%	1.0
O=C(OCCOc1ccccc1Cl)c1ccc(-n2cnnn2)cc1	-0.6%	5.9%	i	5.3%	-1.1%	-4.8%	5.0	-10.7%	15.0
COc1ccc(C(=O)CSc2nnc(CNc3nc(-c4ccccc4)cs3)n2C)cc1	-0.6%	6.0%	i	0.7%	7.1%	0.0%	4.0	-15.2%	8.0
Cc1ccc2nc3n(c(=O)c2c1)CCC3	-16.7%	-5.2%	i	-7.3%	12.6%	-5.5%	2.0	-8.4%	10.0
COC(=O)Nc1ccc(S(=O)(=O)N2CCN(c3ccc(F)cc3)CC2)cc1	5.9%	9.0%	i	1.6%	2.6%	7.6%	1.0	1.8%	2.0	Spn PMK inh pilot replicates=4.0;MK inhibit pilot replicates=0.0;Spn DPM-DC inh pilot screen %=0.0
O=C(O)c1cc(S(=O)(=O)Nc2ccc3c(c2)OCCO3)c(Cl)cc1Cl	-0.8%	4.7%	i	-9.8%	-0.2%	6.4%	0.0	4.5%	0.0
CCOC(=O)c1nn(-c2ccccc2)c(C(=O)OCC)c1N	1.5%	3.9%	.	0.4%	1.3%	4.0%	7.0	3.3%	0.0
Cc1cccc(N2C(=O)CC(N3CCN(Cc4ccc5c(c4)OCO5)CC3)C2=O)c1 (stereo not drawn)	8.9%	4.3%	i	2.3%	.	-1.1%	10.0	-2.0%	5.0
Cc1ccc(S(=O)(=O)CCC(=O)OCC(=O)Nc2ncc(Cl)cc2Cl)cc1	-6.2%	8.0%	i	-1.4%	-3.4%	-0.6%	2.0	3.5%	14.0
O=c1[nH]c2ccc(S(=O)(=O)N3CCN(Cc4ccccc4)CC3)cc2[nH]c1=O	-3.5%	8.5%	i	-12.1%	7.3%	9.4%	0.0	-5.0%	11.0
O=C(NCc1ccccc1)NC1(C(=O)Nc2ccc3c(c2)OCCO3)CCCCC1	-8.5%	8.4%	i	-6.3%	.	-7.4%	0.0	-6.7%	3.0
Cc1ccc2c(c1)N(CCC(=O)NCC1COc3ccccc3O1)C(=O)CO2 (stereo not drawn)	-0.3%	8.1%	i	-1.2%	0.8%	8.2%	7.0	-9.5%	8.0
COc1ccc(-n2c(SCC(=O)Nc3cc(C)on3)nc3ccc(O)cc3c2=O)cc1OC	-4.7%	-2.6%	i	-14.1%	.	-10.6%	4.0	0.2%	16.0
CCC1SC(=NC(=O)c2ccc(Cl)c(Cl)c2)NC1=O (stereo not drawn)	2.4%	8.9%	i	-0.4%	2.2%	-0.3%	1.0	2.7%	5.0
CCC(C)Sc1nc2c(c(=O)[nH]c(=O)n2C)n1CC(O)COc1cccc2ccccc12 (stereo not drawn)	8.4%	3.4%	i	16.2%	.	-1.3%	10.0	-0.5%	10.0
Nc1nc(SCC(=O)NCCCN2CCOCC2)nc2sc3c(c12)CCC3	6.3%	0.3%	i	-1.6%	1.4%	-8.2%	0.0	3.2%	0.0
CCOC(=O)C1CCN(C(=O)c2ccc3c(c2)OCO3)CC1	-2.6%	13.8%	i	-8.4%	.	-5.8%	2.0	0.5%	13.0
Cc1ccc(-c2nc(N)n(S(C)(=O)=O)n2)cc1	-5.1%	12.6%	i	-8.4%	12.9%	-4.7%	7.0	-10.0%	9.0
CC1CCCC(C)N1C(=O)CN1C(=O)C(C)(C)Oc2ccc(C(=O)NC3CCCCC3)cc21 (stereo not drawn)	43.3%	5.3%	i	37.1%	.	-13.3%	9.0	-6.6%	10.0
O=C(CN1C(=O)c2ccccc2C1=O)OCC(=O)N1CCc2ccccc2C1	4.9%	6.0%	i	5.8%	2.0%	-0.6%	1.0	-0.2%	9.0
COc1ccc(CC(=O)Nc2oc(-c3ccccc3)c(-c3ccccc3)c2C#N)cc1OC	47.8%	7.2%	i	33.3%	10.8%	1.6%	8.0	4.0%	7.0
CC(C)c1cc(C(=O)Nc2ccc3c(c2)OCO3)no1	4.8%	2.9%	i	9.6%	-9.8%	8.3%	3.0	-0.3%	4.0
O=C(N1CCOCC1)N1CCN(c2nc(-c3ccccc3)cs2)CC1	-5.7%	8.9%	i	-4.0%	.	-6.4%	5.0	-10.6%	12.0
COc1ccc(N2C(=O)C3CCCN3C2c2ccc(C)cc2)cc1Cl (stereo not drawn)	.	10.3%	i	.	10.6%	-1.9%	0.0	-9.8%	16.0
O=C(CCCC(=O)N(CC(=O)NC1CCCCC1)CC1CCCO1)Nc1ccccn1 (stereo not drawn)	-10.2%	4.9%	i	-3.9%	11.9%	-16.6%	3.0	2.1%	7.0
CCCCC(=O)Nc1nn(C)c2nc3c(C)cccc3cc12	-3.8%	10.4%	i	1.3%	.	2.6%	10.0	-3.3%	15.0
Cc1cc(=O)n2nc(N3CCC(C(=O)NCCC4=CCCCC4)CC3)sc2n1	-1.5%	4.9%	i	-3.5%	5.2%	1.4%	0.0	-1.7%	2.0
COc1cccc(OCC(O)CN2CC(C)CC(C)C2)c1 (stereo not drawn)	-8.0%	9.6%	i	6.6%	9.6%	1.6%	0.0	-8.9%	22.0
Cc1ccc(N(C(C)C(=O)O)S(=O)(=O)c2c(C)[nH]c(=O)[nH]c2=O)cc1 (stereo not drawn)	-3.1%	-0.2%	i	-6.3%	7.3%	9.9%	1.0	-7.3%	5.0
N=C1C(c2nc3ccccc3[nH]2)=C(O)CN1c1ccccc1	-0.2%	-13.9%	i	2.7%	.	-3.3%	4.0	-2.3%	0.0
N#CC1(c2ccccc2)CCCN1C(=O)c1ccco1 (stereo not drawn)	-16.2%	12.1%	i	-31.1%	4.9%	21.1%	7.0	-2.1%	20.0
Cn1c(N)c(C(=O)COC(=O)c2ccc3c(c2)OCCO3)c(=O)n(C)c1=O	0.1%	10.2%	i	-1.5%	12.3%	22.7%	0.0	-2.6%	17.0

Part of the list above in order of heavy-atom count, high to low:
SMILES	KRASV12 cytotoxicity	TNAP inhibition	Spn DPM-DC inh	HPDE-C7 cytotoxicity	LYP phosphatase	HT1080 cytotoxicity	MK inhibit	Bfl-1 displacement	Spn PMK inh	others
O=C(CN1C(=O)c2ccccc2C1=O)OCC(=O)N1CCc2ccccc2C1	4.9%	6.0%	i	5.8%	2.0%	-0.6%	1.0	-0.2%	9.0
COc1cccc(OCC(O)CN2CC(C)CC(C)C2)c1 (stereo not drawn)	-8.0%	9.6%	i	6.6%	9.6%	1.6%	0.0	-8.9%	22.0
Cc1cc(NC(=O)Cc2cccs2)no1	1.5%	11.2%	i	-1.4%	.	-3.0%	5.0	-0.1%	0.0

Additional compounds:
SMILES	KRASV12 cytotoxicity	TNAP inhibition	Spn DPM-DC inh	HPDE-C7 cytotoxicity	LYP phosphatase	HT1080 cytotoxicity	MK inhibit	Bfl-1 displacement	Spn PMK inh	others
CCOc1ccccc1N(C(=O)c1snc(C(N)=O)c1N)C(C(=O)NCCC(C)C)c1ccco1 (stereo not drawn)	3.5%	11.5%	i	-0.7%	-25.0%	-3.6%	14.0	-3.0%	11.0
O=C1OC(N2CCN(c3ccccn3)CC2)c2ccccc21 (stereo not drawn)	6.5%	9.4%	i	-12.1%	10.4%	-1.0%	5.0	6.5%	10.0	Spn PMK inh pilot replicates=0.0;MK inhibit pilot replicates=0.0;Spn DPM-DC inh pilot screen %=0.0
COc1cc(CCC(=O)Nc2cc(Cl)ccc2N2CCN(C)CC2)cc(OC)c1OC	2.1%	5.1%	i	4.7%	.	-6.3%	0.0	-8.3%	17.0
Cn1c(=O)c2c(nc(CN3CCN(Cc4ccccc4)CC3)n2Cc2cccc(Cl)c2)n(C)c1=O	31.8%	22.6%	i	27.4%	16.1%	6.4%	0.0	-2.7%	15.0	Spn PMK inh pilot replicates=6.0;MK inhibit pilot replicates=1.0;Spn DPM-DC inh pilot screen %=1.0
